# Screening data as filed in PubChem.
# VIM-2 inh – inhibitors of Pseudomonas aeruginosa VIM-2 metallo-beta-lactamase; purified VIM-2, nitrocefin hydrolysis, epi-absorbance fluorescence; AID 1527; hit rate 0.89% among 290,000; inhibition, % at 5.6 µM;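 active means inhibition above the mean of all tested compounds plus 3 SD, cutoff set per screening run, cut at about 7.5% in these data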;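 further: red hydrolysis product quenches plate fluorescence so inhibitors raise well fluorescence; 0% = enzyme with DMSO and 100% = DMSO without enzyme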
# IDE cell inh – inhibits human insulin-degrading enzyme in HEK cells. P14735. FAbetaB cleavage, fluorescence polarization. inhibition, % at 5.59 µM. hit rate 0.41% among 320,000;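 active means percent inhibition above the average of all tested compounds plus 3 SD, set per screening campaign, cut at about 16% in these data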;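 further: IDE supplied by intact live HEK cells; FP after avidin binding of uncleaved biotin substrate so inhibition keeps polarization high; 0% = DMSO wells and 100% = 60 µM reference IDE inhibitor Ii1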
# IDE cell activ – boosts human insulin-degrading enzyme activity in HEK cells | FAbeta-B cleavage, fluorescence polarization; 0% vehicle, 100% cell-free pure enzyme wells | activation, % at 5.96 µM | hit rate 0.073% among 340,000;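 active means activation above the mean of all tested compounds plus 3 SD, set per screening campaign, cut at about 17% in these data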
# p-CIP stab down – lowers stability of the mouse p/CIP coactivator protein | decrease of EGFP signal, % at 10 µM | Q05BA5 | hit rate 0.01% among 290,000 | F442A p/CIP-EGFP cells, EGFP fluorescence, 16 h | AID 1984;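 active means EGFP signal decrease of at least 30% at 10 µM or well 3 SD below plate mean, unless failing retest; inactive means the rest, including hits failing retest or dose response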; further: some compounds called inactive have numbers as strong as hits; many of its hits are not listed in these tables
# Target sequence (Q05BA5 1-1403): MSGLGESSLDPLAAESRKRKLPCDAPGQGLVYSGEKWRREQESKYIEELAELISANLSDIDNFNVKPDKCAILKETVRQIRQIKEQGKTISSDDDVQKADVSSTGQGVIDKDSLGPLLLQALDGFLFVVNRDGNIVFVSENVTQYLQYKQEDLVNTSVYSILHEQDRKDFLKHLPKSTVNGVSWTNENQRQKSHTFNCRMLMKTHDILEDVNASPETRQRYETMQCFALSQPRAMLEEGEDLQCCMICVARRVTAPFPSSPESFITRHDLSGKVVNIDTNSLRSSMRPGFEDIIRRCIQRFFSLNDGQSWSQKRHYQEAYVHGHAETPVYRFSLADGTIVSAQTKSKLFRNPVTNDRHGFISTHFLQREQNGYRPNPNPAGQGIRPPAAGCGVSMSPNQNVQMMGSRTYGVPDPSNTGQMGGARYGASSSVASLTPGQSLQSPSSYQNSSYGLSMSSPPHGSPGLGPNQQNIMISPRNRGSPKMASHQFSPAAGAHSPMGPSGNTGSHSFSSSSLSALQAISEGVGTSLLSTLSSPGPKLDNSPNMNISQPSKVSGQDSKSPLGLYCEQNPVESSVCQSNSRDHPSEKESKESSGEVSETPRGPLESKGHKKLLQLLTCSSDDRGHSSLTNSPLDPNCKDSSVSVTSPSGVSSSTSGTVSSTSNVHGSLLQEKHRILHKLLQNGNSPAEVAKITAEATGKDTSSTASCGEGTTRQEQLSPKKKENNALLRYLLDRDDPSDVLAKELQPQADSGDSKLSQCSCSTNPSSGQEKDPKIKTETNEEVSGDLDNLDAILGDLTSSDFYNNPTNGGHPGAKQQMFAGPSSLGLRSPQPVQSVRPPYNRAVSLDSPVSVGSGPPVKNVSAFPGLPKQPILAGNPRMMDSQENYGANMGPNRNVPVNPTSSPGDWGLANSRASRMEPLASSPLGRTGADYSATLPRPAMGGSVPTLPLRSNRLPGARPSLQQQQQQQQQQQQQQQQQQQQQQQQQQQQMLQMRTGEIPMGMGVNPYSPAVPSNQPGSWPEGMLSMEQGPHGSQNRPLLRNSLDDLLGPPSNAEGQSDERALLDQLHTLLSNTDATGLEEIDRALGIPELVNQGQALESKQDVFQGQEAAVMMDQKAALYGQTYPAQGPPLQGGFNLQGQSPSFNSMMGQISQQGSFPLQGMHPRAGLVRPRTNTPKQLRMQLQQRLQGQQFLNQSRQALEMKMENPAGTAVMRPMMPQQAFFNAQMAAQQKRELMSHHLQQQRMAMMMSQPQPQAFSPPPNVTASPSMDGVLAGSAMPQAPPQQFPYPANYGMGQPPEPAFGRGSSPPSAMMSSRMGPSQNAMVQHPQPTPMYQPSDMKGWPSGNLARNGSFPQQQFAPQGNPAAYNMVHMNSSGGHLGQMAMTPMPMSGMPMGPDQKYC
# CRFR2-BP antag – antagonists of CRF-binding protein/CRF-R2 receptor complex | HEK293 CRF-R2/CRF-BP, CRF-induced calcium fluorescence | inhibition, % at 11.8 µM | hit rate 0.59% among 350,000 | AID 588475;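 active means inhibition of the ligand-induced calcium signal above about 50% at the single tested concentration, limit read from the data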
# NS3 helicase inh – inhibitors of Hepatitis C virus NS3 helicase; NS3 helicase DNA unwinding, Cy5 molecular beacon fluorescence; inhibition, % at 10.9 µM; hit rate 0.56% among 290,000; AID 1800;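 active means inhibition above the mean of all tested compounds plus 3 SD, set per campaign, cut at about 35% in these data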;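 further: 0% = DMSO wells and 100% = thioflavine S control wells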
#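 System: NS3 helicase fragment of HCV / Schedule: 1 h at 25 °C / Control set: DMSO alone as 0% and 110 µM thioflavine S as 100% / Reagent: Cy5/quencher beacon DNA duplex and ATP to start / Technique: Cy5 fluorescence / Replication: singlicate / Evaluation: % inhibition of end-to-start signal ratio versus controls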
# SUMO HTRF inh – blocks human SUMOylation mediated by UBC9; hit rate 0.36% among 290,000; inhibition, % at 35 µM; HTRF SUMOylation assay, SAE1/SAE2 + UBC9, in vitro; in the data active means inhibition above about 50%, passing the limit was not always enough; further: strong numbers were not always called active
# GalR3 antagonist – antagonists of human GalR3. O60755. HEK293 GalR3-CNG cAMP membrane potential fluorescence; galR3 body fused to GalR1 C-terminus. inhibition, % at 3 µM. hit rate 0.44% among 360,000. AID 651719;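 active means inhibition above the screen-wide average plus 3 SD, cut at about 13% in these data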;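 further: forskolin and galanin both at EC90 stimulate the cells; cAMP rise reported by CNG channel membrane potential dye signal; 0% = forskolin plus galanin with DMSO and 100% = forskolin alone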
# IMP-1 inh – inhibitors of Pseudomonas aeruginosa IMP-1 metallo-beta-lactamase; purified IMP-1, nitrocefin hydrolysis, epi-absorbance fluorescence; inhibition, % at 5.6 µM; hit rate 0.45% among 290,000;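 active means inhibition above the mean plus 3 SD of all compounds in the same screening run, cut at about 4.5% in these data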;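 further: 0% = IMP-1 with DMSO and 100% = DMSO wells lacking enzyme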
#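 system = purified recombinant IMP-1 beta-lactamase | amount = 0.2 nM IMP-1, as dispensed | medium = HEPES buffer pH 7.1 with ZnSO4 and Brij 35 | times = 25 °C, 15 min preincubation, 25 min reaction | detection = plate fluorescence quenching by hydrolysis product, ex 480/em 530 nm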
# Starred values were filed as active, the others as inactive; nt = not tested or not shown. Compounds as they come. Share with any hit: about 3.2%.
SMILES,VIM-2 inh,IDE cell inh,IDE cell activ,p-CIP stab down,CRFR2-BP antag,NS3 helicase inh,SUMO HTRF inh,GalR3 antagonist,IMP-1 inh
CCOc1ccc(NC(=O)Nc2cccn(Cc3ccccc3)c2=O)cc1,-1.8,1.6,-0.7,6.9,2.1,-0.6,43.6,-8.2,-2.7
Cc1cc(C)n(C2CC(=O)N(c3ccc(C)c(Cl)c3)C2=O)n1 (stereo unspecified),3.1,-5.3,-0.6,4.8,17.6,-3.6,-0.6,1.0,-0.2
CC(=O)Nc1nc(N2C(=O)c3ccccc3C2=O)n(-c2ccccc2)n1,-1.0,-1.2,1.8,3.1,14.7,-8.6,-3.6,-1.7,0.4
Cc1ccc([N+](=O)[O-])cc1/C=N/Nc1nnnn1-c1ccccc1,-2.8,0.3,1.6,-1.7,15.1,1.5,4.8,-2.2,-6.3
CC(C)NC(=O)COC(=O)/C=C/c1ccc(F)cc1,-4.0,-1.1,1.1,0.5,19.6,-5.1,2.9,2.4,-0.7
NS(=O)(=O)c1ccc(NC(=S)N2CCN(S(=O)(=O)c3ccc(F)cc3)CC2)cc1,0.9,2.1,nt,-5.2,nt,-3.4,9.2,-2.8,-1.0
Cc1ccc(C(=O)NCCC(=O)Nc2ccccc2C)cc1,1.2,0.0,0.2,3.7,0.9,-12.1,2.1,-7.5,-1.7
N#CCC(=O)N/N=C\c1cccc(OC/C=C/c2ccccc2)c1,-3.2,5.7,-4.7,-6.8,-8.2,-2.3,-8.1,1.5,-1.9
Cc1ccc(NC(=O)c2cc(-c3ccc(C)c(C)c3O)n[nH]2)cc1C,-1.5,6.0,3.4,0.8,6.4,-11.4,34.7,-10.8,-1.2
CC1=CC(C)(C)Nc2ccc(OC(=O)CN3C(=O)CCC3=O)cc21,1.5,26.5*,-14.5,-11.5,-8.2,-1.9,8.0,-1.2,-1.2
O=C(Nc1ccc(NC(=O)c2cccs2)cc1)c1ccc2c(c1)OCCO2,-1.7,3.3,-13.5,-3.0,-4.2,-13.1,36.8,-5.2,-2.9
O=C(NCC1CCCO1)c1ccc(Br)o1 (stereo unspecified),-4.8,1.9,0.5,3.1,-1.2,4.1,-3.9,-3.3,-2.7
O=C(c1ccco1)N1CCN(Cc2cc(=O)c(OCc3cccc(F)c3)co2)CC1,nt,6.7,1.2,nt,10.9,nt,nt,-2.1,nt
CCN(CC)S(=O)(=O)c1ccc(C(=O)Nc2ccc3c(c2)OCCO3)cc1,-1.0,-3.0,2.3,-2.8,-36.8,-6.3,12.3,-5.5,-4.1
CCOC(=O)c1cc(-c2csc(COc3ccccc3Cl)n2)on1,-1.0,1.0,3.1,0.0,18.4,2.1,3.8,-6.2,-2.8
CCCCOc1ccc(S(N)(=O)=O)cc1,-1.4,0.8,3.1,-14.1,-9.2,-1.4,-0.3,-1.2,-1.3
CC(C)C(=O)Nc1ccc(NC(=O)CCc2ccccc2)cn1,0.6,-0.8,7.4,-9.1,-3.5,1.6,-5.7,1.0,-0.6
CCn1c(N2CCN(S(=O)(=O)c3ccc(OC)cc3)CC2)nc2ccccc21,-0.4,-9.7,2.4,-26.1,-8.0,-8.8,2.9,-10.3,-3.7
CC1CC(C)CN(CCCNC(=O)CCNC(=O)Cn2cnc3ccccc3c2=O)C1 (stereo unspecified),1.0,-2.8,-2.0,-5.1,-4.7,-3.1,1.5,-8.2,-2.5
COc1ccccc1CC(=O)Nc1cccc(C)n1,-3.6,0.3,-7.3,-7.1,0.8,-0.7,-1.0,5.3,0.6
O=C1NCCCN1Cc1ccc(Cl)cc1,-0.6,-2.8,4.3,-14.7,5.0,10.5,11.9,-4.8,-1.3
Cn1c(CCNC(=O)c2ccccc2F)nnc1SCc1nc2ccccc2c(=O)[nH]1,-3.5,3.4,2.4,-7.3,-4.0,-1.1,8.1,4.8,-4.0
Cc1ccc(C2/C(=C(/O)c3cnn(-c4ccccc4)c3C)C(=O)C(=O)N2CCCN2CCOCC2)o1 (stereo unspecified),-2.8,-1.9,nt,-2.5,nt,18.6,17.5,nt,-3.4
CCCCn1nnc(NC(=O)Cc2ccc(Cl)cc2)n1,0.9,1.5,0.9,-2.1,23.5,-7.2,1.3,-2.8,-2.4
COc1ccc2cc(CN(C(=O)Nc3ccccc3OC)C3CCCC3)c(=O)[nH]c2c1,-0.9,2.3,3.5,4.4,-16.8,-11.1,12.4,-5.9,1.7

# The listing continues.
SMILES,VIM-2 inh,IDE cell inh,IDE cell activ,p-CIP stab down,CRFR2-BP antag,NS3 helicase inh,SUMO HTRF inh,GalR3 antagonist,IMP-1 inh
Cc1ccccc1C(=O)Nc1ccc2c(c1)OCCO2,-0.2,nt,5.5,-5.9,-4.5,-8.2,13.3,-10.9,-2.8
CCN1CCc2c(sc(NC(=O)C3CCCCC3)c2C(=O)OC)C1,-0.2,6.8,2.5,-3.6,-2.2,-18.3,4.6,nt,-2.7
Cc1cc(C)n(CC(=O)NCc2ccccc2)c(=O)c1C#N,-2.3,-3.4,-0.1,-105.1,19.1,0.1,16.5,-4.3,-5.2
COc1ccccc1NC(=O)Cc1nnc(SCC(=O)NC2CCCCC2C)n1C (stereo unspecified),-1.3,2.0,1.0,-1.3,5.0,-2.8,9.9,0.2,-1.6
CC(CN(C)Cc1nc(Cc2cccc(C(F)(F)F)c2)no1)CN1CCCC1 (stereo unspecified),-4.2,-1.2,-1.1,-6.4,4.7,-13.8,6.0,-4.6,-2.7
O=C(O)CCN1C(=O)c2ccc(NC(=O)Cc3ccc(Cl)cc3)cc2C1=O,-2.2,-4.6,-1.2,-18.3,11.5,11.8,40.4,-5.5,-1.3
CCOC(=O)CNC(=O)C1Cc2ccccc2CN1S(=O)(=O)c1cccs1 (stereo unspecified),-1.5,6.4,5.1,-11.1,-12.0,3.1,11.0,-1.4,-2.9
Cc1ccc(C)n1-c1ncn[nH]1,-2.4,1.5,-0.7,-11.5,24.3,-6.4,-17.1,-5.0,-3.3
Cc1csc2nc(CNS(=O)(=O)c3ccc4c(c3)CCCC4)cn12,0.2,2.2,-1.9,-6.9,-4.1,1.6,-12.1,nt,0.2
Cc1ccccc1OCC(=O)N/N=C/c1ccco1,-1.9,3.0,6.9,-5.4,1.0,8.9,-8.7,-1.5,-0.5
CC1CN(c2ccccc2)CCN1Cc1nc(Cc2ccccc2)no1 (stereo unspecified),0.6,3.8,0.6,-16.3,14.3,0.6,12.9,-6.3,2.9
CCCC[C@@H]1CNCCN1CCCc1cc(OC)c(OC)c(OC)c1,nt,-2.1,3.1,nt,-4.1,nt,nt,-0.6,nt
COc1ccccc1NC(=O)Oc1ccc(C(C)=O)cc1,-0.6,8.4,-1.0,-4.9,-2.5,2.9,-2.8,-5.5,-1.1
Cc1nn(C)cc1CNC(=O)C1C2CCC(C2)C1C(=O)O (stereo unspecified),-2.4,5.3,nt,-8.3,nt,-1.2,-0.7,-5.3,-4.6
CCCc1nc2sc3c(SCC(=O)NCc4ccco4)ncnc3c2c2c1CCC2,1.4,-1.0,-9.0,-2.9,-2.7,26.7,-25.0,-3.8,14.7*
COc1ccc(N2CCOCC2)c(NC(=O)c2cccnc2)c1,-1.1,5.3,-0.4,6.8,-5.5,9.1,-0.7,-1.7,-3.6
CC(C)N1CC(C(=O)O)CC1=O (stereo unspecified),-1.7,1.0,7.5,3.6,5.2,-0.5,0.6,-3.4,-3.5
CSCC[C@H](NC(=O)c1cccc(S(=O)(=O)N2CCCCCC2)c1)c1nc2ccccc2[nH]1,nt,5.1,1.8,nt,-6.1,nt,nt,-7.0,nt
O=C(O)c1nccnc1C(=O)Nc1ccc(Cl)cc1Cl,3.5,-0.7,4.1,-1.6,1.6,3.7,20.3,-1.4,-2.3
CCN(CC)CCn1c(=N)n(CC(O)COc2ccccc2)c2ccccc21 (stereo unspecified),-1.0,1.8,2.6,-3.8,-1.6,5.2,1.0,-8.0,0.6
CN(CC(=O)Nc1ccccc1Cl)C(=O)COC(=O)/C=C/c1cccc(C(F)(F)F)c1,nt,2.4,0.5,nt,-9.1,nt,nt,-3.0,nt
CCc1nn(CC(=O)N2CCC(C(N)=O)CC2)c(=O)c2cc3occc3n12,-1.8,4.0,5.8,3.8,-12.2,4.2,9.8,-8.7,-3.2
Cc1ccc(CN2CCN(Cc3ccccc3)C(CCO)C2)s1 (stereo unspecified),0.1,-4.2,-0.4,9.3,-3.8,4.2,-4.9,-6.3,-2.1
CCCC(=O)Nc1cccc(Oc2ccc3c(c2)C(=O)NC3=O)c1,0.3,1.6,-7.2,-1.0,-0.8,14.8,-3.6,-3.3,-3.8
Cc1ccc(C(=O)COC(=O)CNS(=O)(=O)c2ccccc2)cc1[N+](=O)[O-],0.0,4.4,3.4,1.0,-9.6,-0.3,-21.1,-5.3,-2.1

# More records:
SMILES,VIM-2 inh,IDE cell inh,IDE cell activ,p-CIP stab down,CRFR2-BP antag,NS3 helicase inh,SUMO HTRF inh,GalR3 antagonist,IMP-1 inh
COc1ccc(S(=O)(=O)NCCSCc2ccccc2C)cc1Br,-2.9,0.2,6.0,0.3,-11.3,-10.2,3.5,-3.8,-2.1
CC(=O)c1c(C)c2c(n1CCN(C)C)CCCC2,-1.5,3.2,1.7,-9.8,21.3,0.0,8.8,-5.4,-2.7
Cc1cc(N)n2nc(-c3ccc(C(C)(C)C)cc3)cc2n1,-3.1,-1.9,1.1,-1.7,16.3,-14.3,11.4,-2.3,-2.2
O=C(CSc1nc2ncccc2[nH]1)Nc1c(F)cc(F)cc1Br,-1.7,-0.9,-1.4,-9.6,-13.7,8.7,3.2,-3.7,-4.0
O=C(NNC1CC(c2ccccc2)=NN1C(=O)c1ccccc1)c1ccccc1 (stereo unspecified),0.5,-5.0,-6.4,-3.6,-10.3,1.1,6.3,-2.9,-0.2
N#Cc1sc2nc(C3CC3)cc(-c3ccc(Cl)cc3)c2c1N,-2.2,0.7,1.2,-21.2,-86.5,4.3,35.5,0.4,-2.0
COc1cccc(N2C(=O)C3C(C2=O)C3(c2ccccc2)c2ccccc2)c1 (stereo unspecified),-3.5,3.0,-1.7,2.2,-10.0,-2.7,10.8,1.7,-1.7

# 2 records drawn at random from the list so far:
SMILES,VIM-2 inh,IDE cell inh,IDE cell activ,p-CIP stab down,CRFR2-BP antag,NS3 helicase inh,SUMO HTRF inh,GalR3 antagonist,IMP-1 inh
COc1ccc(S(=O)(=O)NCCSCc2ccccc2C)cc1Br,-2.9,0.2,6.0,0.3,-11.3,-10.2,3.5,-3.8,-2.1
N#Cc1sc2nc(C3CC3)cc(-c3ccc(Cl)cc3)c2c1N,-2.2,0.7,1.2,-21.2,-86.5,4.3,35.5,0.4,-2.0

# An excerpt from above, limited to CRFR2-BP antag, IMP-1 inh and IDE cell inh:
SMILES	CRFR2-BP antag	IMP-1 inh	IDE cell inh
NS(=O)(=O)c1ccc(NC(=S)N2CCN(S(=O)(=O)c3ccc(F)cc3)CC2)cc1	nt	-1.0	2.1
Cc1csc2nc(CNS(=O)(=O)c3ccc4c(c3)CCCC4)cn12	-4.1	0.2	2.2
COc1cccc(N2C(=O)C3C(C2=O)C3(c2ccccc2)c2ccccc2)c1 (stereo unspecified)	-10.0	-1.7	3.0
